SENP8 block-1 = blocks the human protease SENP8. Q96LD8. purified SENP8, Z-RLRGG-aminoluciferin cleavage, luminescence. inhibition, % at 10 µM. hit rate 1.2% among 330,000. AID 2540; in the data active = inhibition above about 50%
Target sequence (Q96LD8 whole entry, looked up): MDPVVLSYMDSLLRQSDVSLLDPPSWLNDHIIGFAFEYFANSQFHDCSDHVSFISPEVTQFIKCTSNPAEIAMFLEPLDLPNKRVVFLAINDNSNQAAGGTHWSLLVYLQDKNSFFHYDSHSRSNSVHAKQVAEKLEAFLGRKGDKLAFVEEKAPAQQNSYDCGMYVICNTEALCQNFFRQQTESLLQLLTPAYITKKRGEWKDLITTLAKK
SENP6 block = blocks the human protease SENP6. Q9GZR1. Recombinant SENP6 catalytic domain, aminoluciferin luminescence. inhibition, % at 10 µM. hit rate 1.8% among 330,000;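 active = inhibition above about 50% at the single tested dose, limit read from the data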;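 also: plate controls were DMSO wells with enzyme for no effect and DMSO wells lacking enzyme for full effect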
Target sequence (Q9GZR1 628-1112 limits assumed): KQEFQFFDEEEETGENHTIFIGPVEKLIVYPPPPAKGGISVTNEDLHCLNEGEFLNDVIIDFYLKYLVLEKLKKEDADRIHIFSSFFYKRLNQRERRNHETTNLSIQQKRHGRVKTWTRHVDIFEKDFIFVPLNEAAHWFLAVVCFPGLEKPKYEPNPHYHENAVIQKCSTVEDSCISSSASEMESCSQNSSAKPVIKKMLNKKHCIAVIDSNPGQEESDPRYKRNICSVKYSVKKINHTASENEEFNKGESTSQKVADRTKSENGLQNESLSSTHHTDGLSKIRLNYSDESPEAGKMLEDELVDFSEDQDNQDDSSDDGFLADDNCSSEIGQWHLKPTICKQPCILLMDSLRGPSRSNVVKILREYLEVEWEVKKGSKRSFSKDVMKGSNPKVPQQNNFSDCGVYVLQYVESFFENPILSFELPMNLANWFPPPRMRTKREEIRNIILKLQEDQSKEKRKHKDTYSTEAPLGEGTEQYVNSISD
SENP1 inh = inhibitors of human SENP1 SUMO protease catalytic domain; hit rate 0.21% among 360,000; recombinant SENP1 catalytic domain, CyPet-SUMO1-YPet FRET cleavage; Q9P0U3; inhibition, % at 10 µM;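 active = inhibition at least 30% at 10 µM, raw YFP signal under a set limit, fluorescence ratio 0.5 to 1.5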;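 also: 0% = enzyme with DMSO and 100% = no enzyme wells; some results filed as inactive read as strong as hits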
Target sequence (Q9P0U3 419-644 limits assumed): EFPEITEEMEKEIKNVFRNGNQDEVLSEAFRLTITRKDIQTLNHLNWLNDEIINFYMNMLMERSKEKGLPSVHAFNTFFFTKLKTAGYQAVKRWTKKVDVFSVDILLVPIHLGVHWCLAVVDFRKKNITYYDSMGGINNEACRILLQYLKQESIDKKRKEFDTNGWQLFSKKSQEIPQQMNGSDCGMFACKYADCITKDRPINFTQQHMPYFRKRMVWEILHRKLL
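System: Recombinant human SENP1 catalytic domain, His6-tagged | Incubation: Enzyme reaction for 50 min at room temperature, dark | Medium: Tris pH 8 with BME, BSA, NP40 and catalase | Also added: 25 nM SUMO1 FRET substrate | Compound: 10 µM single point, 0.5% DMSO | Measured by: FRET fluorescence in CFP and YFP emission channels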
Apaf1 inhib = human Apaf-1 inhibition. hit rate 0.71% among 330,000. AID 489030. inhibition, % at 20 µM. O14727. reconstituted apoptosome caspase-3 activity, DEVD-Rh110 fluorescence; active = inhibition of at least 40% at 20 µM;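 also: plate controls were DMSO wells for no effect and DEVD-CHO caspase inhibitor wells for full effect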
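detection = Rh110 fluorescence intensity | test system = biochemical Apaf-1 apoptosome reconstitution | also added = cytochrome c and DEVD-Rh110 substrate | schedule = 30 min plus 50 min, RT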
NLRP3 yeast inh = inhibitors of NALP3 inflammasome in yeast; hit rate 0.39% among 330,000; Yeast reconstituted NLRP3/ASC/caspase-1, beta-gal luminescence, 24 h; inhibition, % at 10 µM;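 active = inhibition of 50% or more; inactive = inhibition below 50%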;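 also: plate controls were induced DMSO wells for no effect and uninduced yeast grown without galactose for full effect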
SENP7 inh = blocks the human protease SENP7. recombinant SENP7, Z-RLRGG-aminoluciferin luminescence, 40 min. inhibition, % at 5 µM. hit rate 1.5% among 330,000. AID 434973;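 active = inhibition above about 50% at the single test dose, limit read from the data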;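 also: plate controls were DMSO with enzyme for no effect and no enzyme buffer wells for full effect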
PfGluPho inh = PfG6PD (Plasmodium falciparum) enzyme inhibition | PfGluPho enzyme, NADPH resazurin-diaphorase fluorescence | inhibition, % at 20 µM | hit rate 0.78% among 350,000;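 active = inhibition reaching at least a set limit at 20 µM in the primary screen, cut at about 59% in these data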;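 also: 0% = DMSO wells with substrate and 100% = DMSO wells lacking glucose-6-phosphate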
HKDC1 inhibitor = HKDC1 (human) hexokinase inhibition; Q2TB90; inhibition, % at 20 µM; hit rate 0.16% among 340,000; recombinant HKDC1, G6PDH/diaphorase resazurin coupled fluorescence;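 active = inhibition above about 35% when tested at 20 µM, limit read from the data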;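 also: plate controls were DMSO wells with enzyme for no effect and DMSO wells lacking enzyme for full effect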
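Test system: recombinant HKDC1 (HK5) hexokinase enzyme, produced in-house / Doses: 20 µM test compound, 1% DMSO / Timing: 90 min, room temperature / Detection: G6PDH/diaphorase-coupled fluorescence, 1 mM NADP, 100 µM resazurin, 525/613 nm / Control set: DMSO wells with and without enzyme mix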
SENP8 block-2 = inhibitors of human SENP8 protease; Q96LD8; recombinant SENP8, Nedd8 substrate fluorescence; inhibition, % at 20 µM; hit rate 0.64% among 360,000; AID 602440; in the data active = inhibition mostly above about 40%, no sharp cut-off; inactive = mostly below about 27%
The depositor's hits bear a star; · = not tested or not shown.

The opening 13 entries (preview)
SMILES	SENP8 block-1	SENP6 block	SENP1 inh	Apaf1 inhib	NLRP3 yeast inh	SENP7 inh	PfGluPho inh	HKDC1 inhibitor	SENP8 block-2
O=C(c1cccs1)N1CCN(C(=O)N2CCOCC2)CC1	-2	-7	3	-2	1	-3	-14	5	3
CCC(CC)NC(=O)/C=C/c1cccc([N+](=O)[O-])c1	-12	-18	1	-2	-1	-4	6	-10	17
Cc1ccc(CN2CC(C(=O)Nc3cc(S(C)(=O)=O)ccc3Cl)CC2=O)cc1 (stereo not drawn)	-3	-10	2	12	-1	-6	8	1	-13
O=C(CSC1=NCCS1)Nc1ccc(S(=O)(=O)NC2CCCCC2)cc1	7	7	1	-10	13	-2	48	-7	13
CN(CC1CCOCC1)C(=O)CC1C(=O)NCCN1Cc1ccccc1F (stereo not drawn)	-5	7	-17	4	-5	5	0	-2	-105
CC(C)NC(=O)c1ccc2c(c1)N(CC(=O)Nc1ccccc1F)C(=O)C(C)(C)O2	-9	7	1	-13	17	-8	-20	-6	7
CCc1nc(NCCC(C)C)c2nnn(Cc3ccccc3)c2n1	7	-15	-3	-1	21	-2	10	-7	0
CC(C)CCNC(=O)C(NS(=O)(=O)c1ccc2c(c1)c(=O)n(C)c(=O)n2C)c1ccccc1 (stereo not drawn)	6	11	1	6	0	0	22	-5	11
O=C(NCCCc1ccccc1)c1cc(COc2ccc(F)cc2Cl)on1	9	1	-1	19	25	-2	16	-2	-3
O=C(COc1ccccc1)NCCc1nc2ccccc2[nH]1	0	3	2	3	7	-3	-5	-6	24
Cc1ccc(/C=N/NC(=O)CSc2ccccn2)o1	2	-11	1	2	-1	-1	11	13	22
CN1CCN(/N=C/c2nc(-c3ccccc3Cl)n3ccccc23)CC1	-4	0	1	-1	15	1	-1	-3	-73
COc1ccc(Oc2ncc(CN3CCN(c4ccccc4)CC3)s2)cc1	4	-5	0	17	11	6	12	3	18

The list itself (from the top)
SMILES	SENP8 block-1	SENP6 block	SENP1 inh	Apaf1 inhib	NLRP3 yeast inh	SENP7 inh	PfGluPho inh	HKDC1 inhibitor	SENP8 block-2
O=C(c1cccs1)N1CCN(C(=O)N2CCOCC2)CC1	-2	-7	3	-2	1	-3	-14	5	3
CCC(CC)NC(=O)/C=C/c1cccc([N+](=O)[O-])c1	-12	-18	1	-2	-1	-4	6	-10	17
Cc1ccc(CN2CC(C(=O)Nc3cc(S(C)(=O)=O)ccc3Cl)CC2=O)cc1 (stereo not drawn)	-3	-10	2	12	-1	-6	8	1	-13
O=C(CSC1=NCCS1)Nc1ccc(S(=O)(=O)NC2CCCCC2)cc1	7	7	1	-10	13	-2	48	-7	13
CN(CC1CCOCC1)C(=O)CC1C(=O)NCCN1Cc1ccccc1F (stereo not drawn)	-5	7	-17	4	-5	5	0	-2	-105
CC(C)NC(=O)c1ccc2c(c1)N(CC(=O)Nc1ccccc1F)C(=O)C(C)(C)O2	-9	7	1	-13	17	-8	-20	-6	7
CCc1nc(NCCC(C)C)c2nnn(Cc3ccccc3)c2n1	7	-15	-3	-1	21	-2	10	-7	0
CC(C)CCNC(=O)C(NS(=O)(=O)c1ccc2c(c1)c(=O)n(C)c(=O)n2C)c1ccccc1 (stereo not drawn)	6	11	1	6	0	0	22	-5	11
O=C(NCCCc1ccccc1)c1cc(COc2ccc(F)cc2Cl)on1	9	1	-1	19	25	-2	16	-2	-3
O=C(COc1ccccc1)NCCc1nc2ccccc2[nH]1	0	3	2	3	7	-3	-5	-6	24
Cc1ccc(/C=N/NC(=O)CSc2ccccn2)o1	2	-11	1	2	-1	-1	11	13	22
CN1CCN(/N=C/c2nc(-c3ccccc3Cl)n3ccccc23)CC1	-4	0	1	-1	15	1	-1	-3	-73
COc1ccc(Oc2ncc(CN3CCN(c4ccccc4)CC3)s2)cc1	4	-5	0	17	11	6	12	3	18
CCOC(=O)c1c(C#N)c(SCC(=O)Nc2ccc(OC)cc2)nc2c1CN(CC)CC2	4	10	40*	-6	20	1	-3	7	-2
COc1ccc(CCC(=O)NNC(=O)Nc2ccccc2Cl)cc1	-3	-14	0	-2	9	10	0	-2	8
CCCOc1ccc(N2C(=O)CC(SCC(N)C(=O)OCC)C2=O)cc1 (stereo not drawn)	0	9	1	0	17	-12	7	-3	17
O=C(NN=C1CCCC1)NC1CCCCC1	0	-10	3	-4	3	-2	-1	-12	17
Cn1nc([N+](=O)[O-])nc1Sc1ccc(Cl)cc1	-11	-1	-1	-1	-1	-5	-10	-9	6
O=C(Oc1ccccc1Cl)c1ccccc1	·	·	-1	·	·	·	-10	6	17
CCOc1cc(NC(=S)NCCCN2CCOCC2)c(OCC)cc1NC(=O)C1CCCCC1	-5	-17	0	12	26	-6	-10	-7	14
CC(C)(C)CC(C)(C)c1ccc(O)c(CN2CCN(CCC#N)CC2)c1	-4	-2	2	36	25	-12	-11	4	20
Cc1cccc(N2CCN(S(=O)(=O)c3ccc4c(c3)CCCN4C(=O)C3CCC3)CC2C)c1 (stereo not drawn)	-4	-6	2	14	9	4	5	7	5
CCOC(=O)C1CCN(CCCSc2ccccc2)CC1	·	·	2	·	·	·	7	-4	19
CCOC(=O)c1c(NC(=O)CN2CCCc3ccccc32)sc(C(C)=O)c1C	-9	-1	-10	8	0	-8	1	-7	-21
Cc1ccc(NC(=O)NCCN2CCN(C(=O)Nc3ccc(C)cc3)CC2)cc1	-3	4	2	1	17	-6	-4	1	13
(listing goes on)
SMILES	SENP8 block-1	SENP6 block	SENP1 inh	Apaf1 inhib	NLRP3 yeast inh	SENP7 inh	PfGluPho inh	HKDC1 inhibitor	SENP8 block-2
COc1cc(/C=N/NC(=S)NCCN2CCOCC2)cc(OC)c1O	-5	-18	-49	-5	-12	-1	1	-9	-89
COc1ccc(C(=O)COC(=O)C(CCSC)NC(=O)COc2ccccc2)cc1 (stereo not drawn)	-5	-6	0	12	8	3	1	2	5
CC(OC(=O)c1ccc(S(=O)(=O)N2CCCCC2)cc1)C(=O)Nc1ccc(C(N)=O)cc1 (stereo not drawn)	0	-3	2	-6	18	7	-7	-5	-4
Cc1cc2cc(CN(Cc3ccco3)S(=O)(=O)c3c(C)ccc4nsnc34)c(=O)[nH]c2cc1C	-4	4	8	37	18	0	15	13	-10
O=C(COC(=O)c1cccc(F)c1)NC1CC1	-5	-3	1	4	-13	0	-7	3	5
Cc1ccc(N2C(=O)CC(Sc3nccc(C)n3)C2=O)cc1 (stereo not drawn)	1	-2	1	-12	1	4	1	-6	9
Cc1noc(C)c1COc1ccccc1C(=O)N1CCN(S(=O)(=O)c2ccccc2C(F)(F)F)CC1	1	2	0	1	3	0	-4	-9	9
COc1ccc(/C=C2\SC(=S)N(CCCC(=O)Nc3ccccn3)C2=O)cc1OC	-13	-13	-33	21	19	-5	1	-5	16
O=C(CCc1nc2ccccc2[nH]1)NCc1ccc2c(c1)OCO2	-3	-4	1	2	15	-2	-11	-5	12
Cc1ccc(S(=O)(=O)N2CCC(C(=O)NCc3ccncc3)CC2)cc1	0	-14	-1	13	4	5	-8	8	13
COc1ccc(OC)c(NC(=O)Cc2ccc(NC3=NC4CS(=O)(=O)CC4S3)cc2)c1 (stereo not drawn)	3	-6	0	-8	-3	5	11	4	-3
CN1/C(=C\C=O)C(C)(C)c2ccccc21	1	-2	1	-8	-7	-9	3	-4	-150
COc1cc(/C=N/NC(=O)c2cccnc2)ccc1OC(=O)c1cc(OC)c(OC)c(OC)c1	-1	-3	1	5	20	-9	-17	-4	0
CCOc1ccc(/C=C2\SC(=S)N(CCC(=O)Nc3ccc(C(=O)O)cc3)C2=O)cc1	35	0	-30	-9	14	4	-19	20	19
CCOC(=O)c1cc2c(ccn2C)n1Cc1ccccc1Cl	4	-27	-7	9	-2	6	-11	8	-3
CCCc1ccc(-c2cc(N)n[nH]2)cc1	-3	-8	-3	5	-5	-4	11	-5	14
COc1cc(C2C(C(=O)OC(C)C)=C(C)Nc3[nH]c(=O)[nH]c(=O)c32)ccc1O (stereo not drawn)	-2	-2	1	-9	-5	-5	-5	3	-28
CCOC(=O)c1cnc2c(C)c(Cl)ccc2c1N1CCN(CC)CC1	5	-10	-12	13	13	9	13	-1	15
CC(=O)N1N=C(c2ccccc2)CC1c1ccccc1 (stereo not drawn)	-4	13	-1	5	20	8	-6	1	19
CN(C)S(=O)(=O)c1cccc(NC(=S)N/N=C/c2ccc(O)c(O)c2O)c1	·	·	-32	·	·	·	80*	32	43*
CC(=O)c1cccc(S(=O)(=O)N2CCCC(c3nc4c(nnn4Cc4ccccc4Cl)c(=O)[nH]3)C2)c1 (stereo not drawn)	-19	-34	1	26	1	-4	-12	3	9
O=C(NCc1ccco1)C(=O)NCC1OCCN1S(=O)(=O)c1ccc(F)cc1 (stereo not drawn)	1	-4	0	-3	17	-7	-1	-5	0
O=C(CSc1nnc(-c2cccs2)o1)N1CCCc2ccccc21	-6	9	1	4	32	0	-1	-3	19
CCc1ccc(C(=O)NC(=S)Nc2ccc(N3CCOCC3)cc2)cc1	-7	0	2	4	9	-3	33	-5	19
COc1ccc(C2CC(C(F)(F)F)n3nc(C(=O)Nc4ccc5c(c4)OCO5)cc3N2)cc1 (stereo not drawn)	-1	-1	5	1	16	7	-5	-1	20
CC(C)(C)OC(=O)C[C@H]1C/C=C\C[C@@H](CC(=O)N[C@@H](CO)Cc2ccccc2)C(=O)N2CCC[C@H]2COC1=O	1	2	1	12	7	5	-7	3	9
O=C1OCC(c2ccccc2)=C1c1ccccc1	6	-3	0	5	8	4	8	-5	8
